OXTR potentiator = human OXTR potentiation; 0.061% of 320,000 active; CHO-OTR cells, Fluo-8 calcium fluorescence, potentiator mode; 0% = oxytocin EC15, 100% = EC100; P30559; activation, % at 3 µM; AID 2445;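 active means activation above that plate's cutoff, the mean activation of tested compounds plus 3 SD, cut at about 6.6% in these data, passing the limit was not always enough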;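 further: 100% uses oxytocin at 75 nM as the full agonist control; some results filed as inactive read as strong as hits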
Target sequence (P30559 whole entry, looked up): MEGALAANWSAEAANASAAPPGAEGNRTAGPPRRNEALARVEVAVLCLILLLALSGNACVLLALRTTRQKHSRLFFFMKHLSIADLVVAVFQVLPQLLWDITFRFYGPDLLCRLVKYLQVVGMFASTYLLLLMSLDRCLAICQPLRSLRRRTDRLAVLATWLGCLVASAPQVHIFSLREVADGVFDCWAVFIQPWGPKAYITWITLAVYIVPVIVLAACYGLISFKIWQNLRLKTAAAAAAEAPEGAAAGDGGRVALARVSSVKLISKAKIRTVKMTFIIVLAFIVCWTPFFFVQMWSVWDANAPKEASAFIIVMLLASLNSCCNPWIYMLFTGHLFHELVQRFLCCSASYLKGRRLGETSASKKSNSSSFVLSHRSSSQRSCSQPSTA
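test system = CHO-OTR cells, human receptor | compound = single-point 3.0 µM | schedule = 6 min compound pre-incubation at room temperature, 100 s kinetic read | signal = Fluo-8 no-wash calcium dye fluorescence, excitation 470-495 nm, emission 515-575 nm | repeats = single well per compound, singlicate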
NALP1 yeast inh = NALP1 inhibition | inhibition, % at 10 µM | 0.61% of 280,000 active | S. cerevisiae NALP1/ASC/caspase-1 growth, X-gal OD620, 72 h; in the data active means inhibition mostly above about 24%, no sharp cut-off; inactive means mostly below about 32%; further: some compounds called inactive have numbers as strong as hits
V1aR counter = V1a receptor agonism, counter-screen for OXTR agonists; AID 2797; CHO-V1R cells, Fluo-8 calcium fluorescence, agonist mode; 0% DMSO, 100% 3 nM vasopressin; activation, % at 3 µM; P37288; 0.25% of 320,000 active;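 active means activation above the mean activation of all tested compounds plus 3 SD, per screening run, cut at about 20% in these data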;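 further: signal is peak over basal fluorescence ratio across a 100 second FLIPR read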
Target sequence (P37288 whole entry, looked up): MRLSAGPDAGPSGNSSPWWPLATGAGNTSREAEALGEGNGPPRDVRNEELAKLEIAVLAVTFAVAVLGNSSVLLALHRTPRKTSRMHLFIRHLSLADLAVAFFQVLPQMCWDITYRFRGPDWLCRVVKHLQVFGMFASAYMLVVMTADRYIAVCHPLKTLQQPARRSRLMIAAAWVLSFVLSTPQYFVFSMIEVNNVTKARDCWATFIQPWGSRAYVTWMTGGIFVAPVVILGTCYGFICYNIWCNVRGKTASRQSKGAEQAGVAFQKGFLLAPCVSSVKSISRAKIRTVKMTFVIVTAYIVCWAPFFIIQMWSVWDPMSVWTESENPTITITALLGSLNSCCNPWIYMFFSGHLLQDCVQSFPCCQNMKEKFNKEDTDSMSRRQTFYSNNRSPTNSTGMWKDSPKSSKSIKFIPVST
MEKK2wt PB1 HTS = raises or lowers MEK5 binding to wildtype human MEKK2 PB1 domain. 1.1% of 290,000 active. AID 1531. bead flow cytometry, Alexa488-MEK5 binding to MEKK2 WT; actives lie on both sides. binding response (% of control), % at 10 µM. Q9Y2U5; in the data active means binding response below about 67% or above about 130%
GPR7 antag = antagonists of human GPR7 (neuropeptides B/W receptor 1). P48145. GPR7-expressing cells, fluorescence antagonist assay. inhibition, % at 4.4 µM. 1.1% of 290,000 active; in the data active means inhibition above about 16%, passing the limit was not always enough;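 further: cells stimulated with the agonist NPW; 0% = agonist with vehicle and 100% = vehicle without agonist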
OXTR ag = activates the human oxytocin receptor | 0.32% of 320,000 active | CHO-OTR cells, Fluo-8 calcium fluorescence; normalized: DMSO 0%, oxytocin 100% | activation, % at 3 µM;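 active means activation above the mean of all tested compounds plus 3 SD, cutoff set per screening run, cut at about 20% in these data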;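 further: peak over basal fluorescence ratio from a 100 s FLIPR kinetic read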
GalR3 antagonist = antagonists of human GalR3 | O60755 | inhibition, % at 3 µM | AID 651719 | HEK293 GalR3-CNG cAMP membrane potential fluorescence; galR3 body fused to GalR1 C-terminus | 0.44% of 360,000 active;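 active means inhibition above the screen-wide average plus 3 SD, cut at about 13% in these data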;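 further: forskolin and galanin both at EC90 stimulate the cells; cAMP rise reported by CNG channel membrane potential dye signal; 0% = forskolin plus galanin with DMSO and 100% = forskolin alone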
Target sequence (O60755 1-299 limits assumed): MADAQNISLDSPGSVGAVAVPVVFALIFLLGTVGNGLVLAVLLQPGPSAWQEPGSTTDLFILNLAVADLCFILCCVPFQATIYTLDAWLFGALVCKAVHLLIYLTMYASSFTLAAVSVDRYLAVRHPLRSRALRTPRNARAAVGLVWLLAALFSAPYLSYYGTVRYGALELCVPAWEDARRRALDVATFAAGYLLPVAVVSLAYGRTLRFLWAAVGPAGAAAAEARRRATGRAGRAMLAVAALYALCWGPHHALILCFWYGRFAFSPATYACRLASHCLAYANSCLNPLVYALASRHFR
PfM18AAP inh = blocks P. falciparum M18 aspartyl aminopeptidase; recombinant PfM18AAP, H-Glu-NHMec fluorogenic cleavage; inhibition, % at 7.35 µM; 1.2% of 290,000 active;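 active means inhibition above the campaign mean inhibition over all tested compounds plus 3 SD, cut at about 28% in these data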;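 further: 0% = plate median of test compound wells and 100% = 2 mM ZnCl2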
MEKK2mut PB1 HTS = signal of MEK5 binding to mutant human MEKK2 PB1 domain. 0.35% of 290,000 active. percent response, % at 10 µM. AID 1530. bead flow cytometry, Alexa488-MEK5 binding to MEKK2 mutant; in the data active means percent response above about 24%, passing the limit was not always enough; further: inactives centre near 1; some results filed as inactive read as strong as hits; reference of the scale not given here
Active calls of the source: *; . = no result given; & = joins results of further samples.

SMILES	OXTR potentiator	NALP1 yeast inh	V1aR counter	MEKK2wt PB1 HTS	GPR7 antag	OXTR ag	GalR3 antagonist	PfM18AAP inh	MEKK2mut PB1 HTS
N#C/C(=C\c1ccc(OCc2cccc(C(=O)O)c2)cc1)C(=O)NCc1ccco1	-4	5	0.5	97	-6	0.3	-3	13	-1
CCOC(=O)C(C)Sc1ccc2nnc(CCNS(=O)(=O)c3ccc(C)cc3)n2n1 (stereo not drawn)	-5	-15	-0.5	89	-6	-0.2	-5	-7	-3
O=S(=O)(NC(=S)NC1CCCCC1)c1cccs1	4	3	1.0	99	-6	0.5	-1	1	1
COc1ccccc1NC(=O)Nc1nc(CC(=O)Nc2cccc(F)c2)cs1	-11	.	2.2	.	.	0.4	-4	.	.
CN(C)C(=O)C[n+]1ccc(C(N)=O)cc1	-5	-1	1.1	96	-8	1.1	3	-6	-1
CCOC(=O)Cc1csc(NC(=O)CSc2nnc(-c3ccncc3)n2Cc2ccco2)n1	-11	.	1.1	95	-1	0.0	-1	-1	-5
O=C1CC(NC2CCN(C(=O)c3cccc(F)c3)CC2)C(=O)N1 (stereo not drawn)	0	3	0.9	100	-3	1.2	-10	-11	1
NCCCS(=O)(=O)O	-5&-7	14	0.0&0.3	97	7	0.5&-0.3	-2	1	2
N#Cc1ccc(S(=O)(=O)NCC(=O)OCC(=O)N2CCCC2=O)cc1	-7	.	0.2	.	.	-0.2	-1	.	.
CCOc1ccc(C(=O)N(Cc2ccccc2)c2cccc(C)c2)cc1OC	-3	8	2.4	104	-11	-0.4	-3	6	10
Cc1nnc(NC2=NCCCCC2)o1	-4	38*	-0.4	108	-10	-0.3	-2	-16	4
NC(=O)C1=C[C@H](c2coc3ccccc3c2=O)C[C@H](OCc2ccc(CO)cc2)O1	3	-8	-1.1	104	-17	-1.5	-2	10	3
CC(=O)Nc1ccc(NC(=O)C2CCN(c3c(Cc4ccccc4)c(C)nc4ncnn34)CC2)cc1	-1	.	0.2	100	-8	0.4	-2	1	14
O=C(CSc1nc2ncc(Cl)cc2[nH]1)Nc1cccc(F)c1	-13	7	4.7	99	-19	7.2	-6	-12	0
Nc1c(C(=O)CSc2nc(-c3ccccc3)cs2)c(=O)[nH]c(=O)n1C1CC1	-7	.	4.1	.	.	3.7	-3	.	.
COc1ccc(NC(=O)CCSc2nnnn2C)cc1	-24	-1	0.2	100	-7	-0.5	0	-4	3
O=C(C[C@H]1C/C=C\C[C@@H](Cc2ccc(F)cc2)C(=O)OC[C@H]2CCCN2C1=O)N[C@@H](CO)Cc1ccccc1	-5	.	1.4	.	.	2.1	-8	.	.
CC(Oc1ccc(Cl)cc1)C(=O)NCCN1C(=O)S/C(=C\c2cccnc2)C1=O (stereo not drawn)	-12	26	6.7	105	-3	12	-11	7	1
O=c1c2c3c(sc2ncn1-n1cccc1)CCCCC3	-8	6	-1.5	114	-8	-3.0	-4	-6	4
Cc1ccc(-c2n[nH]c(=S)n2Cc2ccccc2)cc1	-12	2	-0.8	96	-10	-1.8	-2	0	0
CC1(NC(=O)CN2CCN(c3cnn(-c4ccccc4)c(=O)c3Cl)CC2)CCS(=O)(=O)C1 (stereo not drawn)	1	.	0.0	.	.	0.4	-4	.	.
COCCNC(=O)Cn1c(=O)n(CCC(=O)NCCc2ccccc2)c(=O)c2ccccc21	2	29	0.4	94	-9	-0.3	4	-11	-2
O=c1cc(-c2ccccc2Cl)oc2c(NS(=O)(=O)c3ccccc3OC(F)(F)F)ccc(O)c12	-18	-4	0.1	90	.	-1.6	-4	.	-4
Cc1nnc(SCC(=O)N2c3ccccc3C(C)(c3ccccc3)CC2(C)C)s1 (stereo not drawn)	-6	6	-1.2	90	-15	-2.0	-11	-8	-2
CC(=O)N1c2ccccc2C(CBr)=CC1(C)C	-3	25	0.9	100	-10	0.7	-1	-8	-3
CN(C)c1ccc(/C=C/C(=O)c2ccc(O)cc2)cc1[N+](=O)[O-]	-7	2	2.5	100	-2	-0.1	-5	-14	-2
COC(=O)c1sc2nc(N)c(C#N)cc2c1N	1	21	-0.2	103	1	-1.5	-5	27	-2
CCS(=O)(=O)n1nc(-c2ccc(OC)cc2)nc1N	-8	9	0.3	103	-14	-0.3	-7	-4	0
Cc1ccc2nc(NC(=O)CSc3nc(=O)n(CCCN(C)C)c4c3CCC4)sc2c1	0	.	0.2	.	.	-0.7	-4	.	.
CCOC(=O)/C(C#N)=C/c1ccc(OCC(=O)Nc2ccc(C)c(C)c2)c(OC)c1	-8	19	2.6	94	4	-0.4	0	2	-1

Retrieved one by one from the list above (two):
SMILES	OXTR potentiator	NALP1 yeast inh	V1aR counter	MEKK2wt PB1 HTS	GPR7 antag	OXTR ag	GalR3 antagonist	PfM18AAP inh	MEKK2mut PB1 HTS
CCOC(=O)C(C)Sc1ccc2nnc(CCNS(=O)(=O)c3ccc(C)cc3)n2n1 (stereo not drawn)	-5	-15	-0.5	89	-6	-0.2	-5	-7	-3
NC(=O)C1=C[C@H](c2coc3ccccc3c2=O)C[C@H](OCc2ccc(CO)cc2)O1	3	-8	-1.1	104	-17	-1.5	-2	10	3

The results go on:
SMILES	OXTR potentiator	NALP1 yeast inh	V1aR counter	MEKK2wt PB1 HTS	GPR7 antag	OXTR ag	GalR3 antagonist	PfM18AAP inh	MEKK2mut PB1 HTS
CCOC(=O)NC(=O)/C(N=Nc1cc(C)cc(C)c1)=C(\C)O	-1	16	-0.2	103	-2	-0.8	-1	0	1
CCOC(=O)c1c(C)nc2c(c1-c1cc(OC)ccc1OC)C(=O)CC(C)(C)C2	-4	5	-0.5	104	-16	-2.5	0	2	6
CC(C)OC(=O)c1c(NC(=O)c2ccco2)sc2c1CCCCC2	0	9	2.0	96	-7	0.0	0	4	1
CCOc1ccc(Nc2cc(=O)[nH]c(=O)[nH]2)cc1	-3	-6	-0.1	108	-15	-0.1	-6	-4	7
C/C=C/C(=O)Nc1cccc(C2=NOC3(C2)C[C@@H](C(N)=O)N(C(=O)c2cc([N+](=O)[O-])cc([N+](=O)[O-])c2C)C3)c1 (stereo partly drawn)	-14	.	-0.6	97	.	-0.1	13*	.	-6
CC(C(=O)Nc1ccccc1F)N1C(=O)c2ccccc2C1=O (stereo not drawn)	-22	22	0.1	104	-9	-0.5	1	-1	8
O=C1Nc2ccccc2C1Cc1ccccc1 (stereo not drawn)	0	.	-0.3	88	1	0.3	5	-4	-4
CC1(C)CC(=O)C2=C(C1)NCN(CCCN1CCOCC1)C2	-6	4	0.3	125	.	-0.1	-4	.	19
CC(=O)c1ccc(N2CCN(C(=S)Nc3ccc(Cl)c(Cl)c3)CC2)cc1	-12	18	2.2	102	-5	1.9	-2	0	-48
O=C(COc1ccc(Cl)c(Cl)c1)NN1C(=O)C2C(C1=O)C1C=CC2C12CC2 (stereo not drawn)	-1	4	-0.9	93	-15	-0.5	-6	0	-3
CCc1ccc(NS(=O)(=O)c2c(C)noc2C)cc1	-5	19	-1.1	103	2	-1.7	0	-19	-4
CCOC(=O)N1CCN(c2ccc(Cl)cc2)CC1	-9	35	3.8	92	-8	-1.5	2	5	-2
Cc1cc(C)cc(NC(=O)c2cc(C)nc3ccccc23)c1	-4	10	-0.7	108	-1	-1.8	-8	-11	15
COc1ccc(/C=C2/SC(=S)N(NS(=O)(=O)c3ccccc3)C2=O)cc1	-6	-9	3.0	94	-7	-0.5	-12	5	-2
COc1ccc(/C(C)=N/Nc2nncc3ccccc23)cc1	1	10	-1.4	106	-8	-0.9	-10	-1	4
Cc1ccc(C(=O)C(C)OC(=O)Cn2c(C)csc2=O)cc1 (stereo not drawn)	-3	8	1.9	103	-10	1.7	-3	3	4
CC(C)c1cc(C(=O)N/N=C/c2cccnc2)n[nH]1	-4	26	0.4	103	-3	0.8	-10	3	0
C[N+](C)(C)CC(=O)N/N=C/c1c2ccccc2cc2ccccc12	-10	14	-0.3	101	-9	-1.4	-1	-2	2
O=C(COC(=O)CCS(=O)(=O)c1ccccc1)Nc1cc(S(=O)(=O)N2CCCCC2)ccc1Cl	-7	.	3.9	.	.	3.1	-3	.	.
O=C1CC(NCCN2CCOCC2)C(=O)N1Cc1ccc(N2CCCC2=O)cc1 (stereo not drawn)	-7	21	1.7	108	-13	0.3	-1	-64	1
CCOC(=O)c1cc2c3ccccc3n(CC)c2nc1N	-14	19	-0.6	.	0	-2.9	6	-24	.
CCC(=O)Oc1ccc2c(c1)O/C(=C\c1ccco1)C2=O	-2	7	6.1	89	-8	8.2	2	8	-6
O=C(O)c1cc2cc(OCc3ccccc3)ccc2[nH]1	-3	13	-0.2	104	13	2.0	0	6	2
COc1ccc(S(=O)(=O)NC2CC(=O)N(c3ccc(C)c(C)c3)C2)cc1C (stereo not drawn)	-6	.	5.6	.	.	4.6	-4	.	.
COc1ccccc1CCNC(=O)c1cccc(S(=O)(=O)NCc2ccccc2)c1	-2	.	-0.4	.	.	-1.8	-3	.	.
NC1CCCCC1N=Cc1c(O)n(CCc2ccc(F)cc2)c(=O)[nH]c1=O (stereo not drawn)	.	-11	.	106	1	.	-1	5	3
COc1ccc(OCC(=O)Nc2ccc3c(c2)OCO3)cc1	-8	0	3.0	101	-2	0.7	2	2	2
O=C(NCCc1ccccc1)c1ccc2nc3cc(Cl)ccc3c(=O)n2c1	-15	4	0.2	107	-15	-0.3	-7	2	10
CCC(C)Sc1nc2c(c(=O)[nH]c(=O)n2C)n1Cc1ccccc1Cl (stereo not drawn)	-6	.	0.1	105	.	-1.8	.	.	5
O=C(CCNC(=O)c1ccc(Cl)cc1)NCCCN1CCOCC1	3	.	5.1	.	.	0.4	2	.	.
O=C(CSc1ccc2nnc(-c3ccccn3)n2n1)N1CCN(c2ccccc2)CC1	-8	4	-0.9	111	-4	-1.2	1	9	16
CCOC(=O)N1CCN(C(=O)c2ccc(N(Cc3ccccc3Cl)S(C)(=O)=O)cc2)CC1	-10	12	4.2	106	4	0.2	-7	0	2
Cc1ccc(OCCCCN2CCc3ccccc3C2)cc1	-2	19	0.3	120	-19	-0.7	-9	0	19
CN(CC(=O)O)S(=O)(=O)/C=C/c1ccccc1	-3	-16	0.7	102	1	1.6	-4	-6	3
O=C(N/N=C/c1c(Cl)nc2ccccn2c1=O)c1cccnc1	-13	7	0.6	97	-12	-1.2	2	3	-6
COc1ccc(OC)c(N(CC(=O)Nc2ccccc2C(=O)NCc2ccco2)S(C)(=O)=O)c1	-6	4	0.0	114	1	1.5	-7	-3	5
CCOCCCNc1ccc(N2C(=O)CCCC2=O)cc1[N+](=O)[O-]	6	9	0.9	113	-11	1.7	-12	0	9
O=c1[nH]nc(CNc2ccc(C(F)(F)F)cc2)c2ccccc12	-11	-3	1.2	103	-11	-1.5	-2	-3	0
COc1ccc(C(=O)C2CCCN(C(=O)c3ccnn3C)C2)cc1OC (stereo not drawn)	-2	10	1.1	100	14	0.6	3	-5	1
CCN(CC)S(=O)(=O)c1ccc2c(c1)c(=O)c(C(=O)NCCN(C)CCc1ccccc1)cn2C	5	20	-1.1	100	-6	-1.4	-4	7	1
C/C(=N\NC(=O)c1cc(C)oc1C)c1ccc(C)c([N+](=O)[O-])c1	5	.	-0.5	.	.	-1.1	-5	.	.
COc1ccc(CCNc2nc(N3CCOCC3)nc(N3CCOCC3)n2)cc1OC	-13	33	0.5	106	0	-1.2	-2	7	6
CC(C)(C)c1ccc2c(c1)N(CC(=O)O)C(=O)CO2	1	1	0.7	105	5	1.3	-5	-2	3

Just OXTR potentiator, for two of the compounds above:
compound,OXTR potentiator
O=C(N/N=C/c1c(Cl)nc2ccccn2c1=O)c1cccnc1,-13
COc1ccc(OC)c(N(CC(=O)Nc2ccccc2C(=O)NCc2ccco2)S(C)(=O)=O)c1,-6
